Assay outcomes: PubChem, National Center for Advancing Translational Sciences (NCATS)
Nrf2 block: inhibitors of Nrf2 signaling. A549 ARE-Fluc reporter, luciferase luminescence, 18-24 h. Potency, µM (doses to about 46 µM), inactives show at the top dose activity change, negative = inhibition, most hits filed as inhibitors. actives 2.1% (n = 360,000). AID 504444; also: potency is read from the fitted curve at half-maximal effect; % is scaled to controls: 0 for no effect and ±100 for the full control effect; nearly all actives have a fitted effect of over 60% in size
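Reporter: ARE-Fluc in A549. Exposure: 18-24 h, 37 °C, 5% CO2, 5% FBS OPTI-MEM. Readouts: fluorescent cytotoxicity (CellTiter-Fluor), then luminescent Nrf2 signal after BugLite.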
TGFb SMAD3 inh: inhibitors of TGF-b signaling. actives 1.2% (n = 410,000). Potency, µM (titrated, usually from 46.1 µM), inactives show at the highest dose activity, negative = inhibition, actives largely listed as inhibitors. HepG2 CAGA-GFP TGF-b/SMAD3 reporter, GFP fluorescence, 18 h; TGF-beta stimulated, 500 pg/mL final; also: potency is read from the fitted curve at half-maximal effect; % is scaled to controls: 0 for no effect and ±100 for the full control effect; nearly all actives have a fitted effect of over 65% in size
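Inhibition was scored as loss of TGF-beta-induced (500 pg/mL final, 18 hours, 37 degrees C) GFP in HEPG2 cells carrying a CAGA-GFP reporter, in DMEM with 1% FBS. Well GFP was summed per cell; Activity was normalised to unstimulated and stimulated DMSO wells, then concentration-response fitting.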
Nrf2 ARE act: activates Nrf2 signaling; AREc32 ARE-luciferase reporter (MCF7-derived line), luminescence, 24 h; Potency, µM (highest dose often 46.1 µM), for the others: top-dose activation, actives largely listed as activators; actives 0.31% (n = 410,000); AID 624171; also: potency is read from the fitted curve at half-maximal effect; % of control where 0% means no effect; nearly all actives have a fitted effect of over 65% in size
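Steps: seed AREc32_Fluc cells (1000/well, 5% FBS OPTI-MEM); incubate overnight at 37 deg C; add 23 nL compound; incubate 24 hr; add Steady-Glo; hold 30 min RT; read luminescence.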
HepG2 viability: kills HepG2 cells in TGF-b inhibitor counter-screen. HepG2 CAGA-GFP viability, ATP luminescence, 18 h. actives 0.76% (n = 410,000). Potency, µM (top dose mostly 46.1 µM), without a hit: at the highest dose activity change, negative = cytotoxicity, hits mostly cytotoxic; also: potency is read from the fitted curve at half-maximal effect; some results filed as inactive show a strong effect at the top dose
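CellTiter-Glo luminescence gave cytotoxicity after 18 hours at 37 degrees C. The cells were HepG2 CAGA-GFP in 1% FBS DMEM, stimulated with 500 pg/mL TGF-beta after compound addition. %Activity was normalised to no-cell wells (complete cell-killing) and DMSO (no toxicity), and curves were fitted and classified.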
Abeta yeast res: compounds reversing amyloid beta toxicity in yeast. yeast expressing A-beta42, growth rescue, OD600, 48 h; response scale: 0% DMSO, 100% iron-clioquinol control. Potency, µM (top dose mostly 46.1 µM), inactives show top-dose growth rescue, most hits filed as activators. actives 0.063% (n = 410,000); also: potency is read from the fitted curve at half-maximal effect; nearly all actives have a fitted effect of over 55% in size
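Growth rescue measured by 600 nm absorbance after 48 h yeast culture at 30 C with compound. Values normalized between DMSO and an equimolar ferric chloride plus clioquinol control.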
Akt phos inh: inhibitors of Akt phosphorylation; Neuro2A IGF-stimulated pAkt S473 HTRF, 20 min; stronger effect = lower value; activity change, % for hits at 50 µM; actives 0.32% (n = 360,000); AID 651550; in the data active = activity change below about -80%; inconclusive = mostly about -51% to -80%; also: % is scaled to controls: 0 for no effect and ±100 for the full control effect
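Neuro2A cells (4,500/well, DMEM with 0.5% FBS) were treated with compound at a single 50 µM final concentration, stimulated with 6 nM IGF for 20 min at 37 °C, and lysed. Phospho-Akt Ser473 was read by HTRF as 665/615 ratio ×10^4.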
CCT chaperon mod: cytosolic chaperonin activity modulation. purified chaperonin ATPase assay, HTRF ADP detection, 30 min. activity change, % (test concentration not listed), hits read low. actives 0.3% (n = 360,000); in the data active = activity change below about -30%; also: % is scaled to controls: 0 for no effect and ±100 for the full control effect
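ATPase activity: ADP formed was measured by HTRF Transcreener (665/615 nm ratio) after 30 min at 37 deg C with 10 uM ATP. Compounds screened at one 76 uM concentration against 40 or 20 nM TRiC in Tris pH 7.4/KCl/MgCl2/DTT buffer.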
A549 tox: A549 cytotoxicity, counter-screen for Nrf2 inhibitors | actives 0.16% (n = 390,000) | Potency, µM (top dose mostly 46 µM), for the others: at the highest dose activity change, negative = cytotoxicity, most hits filed as inhibitors | A549 ARE-Fluc cells, CellTiter-Fluor viability, 18-24 h; also: potency is read from the fitted curve at half-maximal effect; % is scaled to controls: 0 for no effect and ±100 for the full control effect
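A549 ARE-Fluc cells in 5% FBS OPTI-MEM, 5000 cells/well, rested 2 h then exposed to compounds in concentration-response for 18-24 h at 37 °C. Viability by CellTiter-Fluor fluorescence (Ex 405/Em 525) after 30 min; luciferase luminescence (BugLite, 15 min, RT) read afterwards.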
MmCpn inh: M. maripaludis TRiC chaperonin inhibition | purified Mm-Cpn ATPase, ADP Transcreener TR-FRET | Potency, µM (doses to about 76.9 µM), without a hit: at the highest dose activity, negative = inhibition, most hits filed as inhibitors | actives 0.031% (n = 330,000) | AID 504842; also: potency is read from the fitted curve at half-maximal effect; % is scaled to controls: 0 for no effect and ±100 for the full control effect; nearly all actives have a fitted effect of over 80% in size
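ATP (10 uM final) was added to archaeal chaperonin (25 nM final) after 10 min exposure to test compound at 37°C; after 30 min further incubation, ADP was detected by competitive TR-FRET.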
* = called active by the depositor; i = inactive; ? = inconclusive; nt = not tested or not shown; & = joins results of further samples; [ ] = another dose, or the depositor's remark. Unless noted, calls follow the shape of the dose curve; as a rule, active = well fitted curve in the direction sought with a large enough effect; inconclusive = small, poorly fitted or top-dose-only effect, or another doubt; inactive = no such curve, though single readings can be large; an effect the other way counts as inactive or inconclusive.

Each structure is followed by: Nrf2 block	TGFb SMAD3 inh	Nrf2 ARE act	HepG2 viability	Abeta yeast res	Akt phos inh	CCT chaperon mod	A549 tox	MmCpn inh
- CCOC(=O)CN1C(=O)NC(C)(c2ccc(OC(F)F)cc2)C1=O (centres undefined)
→ 14%	-21%	0.3%	-25%	8%	i	-1.7	2%	2%
- Nc1nnnn1/N=C/c1cccc(Oc2ccccc2)c1
→ 7%	0%	0.4%	1%	7%	i	1.3	-1%	-2%
- COC(=O)c1ccc(OS(=O)(=O)N(C)C)cc1
→ 17%	31%[activator]	6.7%	20%	-2%	i	0.0	-16%	0%
- C/C(CC(=O)Nc1cccc2c1CCCC2)=N\NC(=O)c1ccccc1N
→ 3%	-12%	3.0%	-16%	-5%	i	1.9	-3%	-1%
- COc1ccc(C2=CC(=O)OC(C)(c3ccccc3)O2)cc1 (centres undefined)
→ 2%	?	-0.2%[9.22 µM]	-3%	-1%	i	1.0	17%	-1%
- Cc1cc(O)ccc1N/C=C/c1onc(C)c1[N+](=O)[O-]
→ ?	1%	11%	3%	-15%	i	-1.4	-19%	1%
- Cn1cccc1C(=O)Nc1ccc(N2CCOCC2)cc1
→ ?	21%	-2.5%	-44%	-18%	i	3.0	1%	1%
- CC(C)(Oc1ccc(Cl)cc1)C(=O)OCC(=O)NCCc1ccccc1
→ 0%	0%	-0.2%	12%	?	i	0.1	-1%	0%
- CN(C)c1cccc(C(=O)Nc2ccc3nc4n(c(=O)c3c2)CCCCC4)c1
→ -16%	-20%	5.1%	-46%	-13%	i	-4.2	-6%	-1%
- O=C(Cc1ccccc1)Nc1ccc(C(=O)O)cc1
→ -18%	?	0.1%	0%	10%	i	-0.2	4%	1%
- Cc1cccn2c(=O)cc(COc3cccc(NC(=O)c4cccc(Cl)c4)c3)nc12
→ nt	53%[activator]	0.4%	-4%	-10%	nt	nt	-2%	nt
- CCOC(=O)N1CCN(C(=O)c2ccc(N(Cc3ccc(C)cc3)S(C)(=O)=O)cc2)CC1
→ nt	20%	-0.3%	-2%	-7%	nt	1.4	1%	0%
- CN(C)CCCNc1cc(C(C)(C)C)nc2c(-c3ccc(Cl)cc3)cnn12
→ 6%	22µM*	2.5%	-103%	-94%[inhibitor]	i	-1.5	?	0%
- CC(=O)c1cccc(Nc2cc(C)nc3c(C)cc(C)cc23)c1
→ -17%	?	6.2%	-44%	18%	i	-1.1	-16%	0%
- O=C(NC(N1CCOCC1)C(Cl)(Cl)Cl)c1ccc(Br)cc1 (centres undefined)
→ -14%	6%	5.2%	-2%	8%	i	-1.4	1%	2%
- COc1ccc(CC(=O)O/N=C(\N)Cc2cccc3ccccc23)cc1OC
→ 14%	-3%	2.0%	-17%	1%	i	-2.3	1%	-1%
- Cc1ccc(N(Cc2cc3ccccc3[nH]c2=O)S(=O)(=O)c2ccccc2)cc1
→ -8%	0%	0.3%	2%	2%	i	-1.0	-3%	1%
- CN(C(=O)CN(CCO)CC(=O)N(C)C(C)(C)Cc1ccccc1)C(C)(C)Cc1ccccc1
→ 4%	-3%	-0.1%	-5%	-14%	i	-1.1	-13%	-2%
- CSc1nc(N2CCOCC2)c2c3c(sc2n1)CCCC3
→ nt	-8%	-0.5%	-3%	-13%	i	0.3	5%	-2%
- CCN(C(=O)C1CCN(S(=O)(=O)c2cccc3nonc23)CC1)c1ccccc1
→ -14%	-19%	0.3%	-1%	4%	i	-1.8	-10%	1%
- COC(=O)c1ccc(CN2CCc3ccccc32)cc1
→ -6%	-12%	-0.3%	13%	24%	i	-0.6	2%	1%
- COc1cccc(CNc2nccn(-c3ccc(OC)c(OC)c3)c2=O)c1
→ ?	2%	-0.2%	4%	-6%	nt	nt	17%	nt
- Cc1ccc(OS(=O)(=O)c2ccc(-c3csc(C)n3)s2)c(C)c1
→ ?	-24%	2.3%	-33%	-12%	i	-0.3	-16%	-13%
- CCC(CC)C(=O)N1CCc2cc(OC)c(OC)cc2C1COc1ccc2c(C)cc(=O)oc2c1 (centres undefined)
→ -12%[9.27 µM]	?	-0.6%	-39%	-10%	nt	nt	0%	nt
- C=CCN1C(=O)NC(c2ccccc2)(C(F)(F)F)S/C1=C(\C#N)c1nnc(N2CCOCC2)n1-c1ccccc1 (centres undefined)
→ ?	-11%	?	-37%	1%	i	-1.2	?	2%
- C[C@H](NC(=O)c1[nH]cnc1C(=O)Nc1cccc(Cl)c1)c1ccccc1
→ ?	?	9.9%	-43%	2%	i	-0.9	-14%	2%
- COCCNCc1ccc(C(C)C)cc1
→ 1%	-1%	-2.1%	1%	2%	i	-1.3	1%	0%
- C[C@H](CO)N1C[C@H](C)[C@@H](CN(C)S(=O)(=O)c2ccccc2)OCc2cn(nn2)CCCC1=O
→ nt	-3%	0.1%	0%	-1%	i	0.0	nt	nt
- O=S(=O)(NCc1ccccc1Br)c1cccs1
→ 9%	9%	2.5%	-29%	21%	i	0.3	23%	-1%
- O=C1NC(=O)/C(=C/c2ccc(N3CCOCC3)o2)N1
→ 4%	4%	-0.5%	-10%	-15%	i	-6.3	1%	1%
- Cc1ccc2c(c1)C(=O)c1c(C(=O)O)cccc1-2
→ -9%	0%	-0.8%	-15%	-37%[inhibitor]	i	-2.4	0%	3%
- Cn1c(SCC(=O)NC2CCCCC2)nnc1C(F)(F)F
→ nt	-3%	-0.8%	-11%	7%	i	1.0	nt	nt
- CCCCN(C(=O)c1ccccc1OCc1ccc(F)cc1)c1c(N)n(CC(C)C)c(=O)[nH]c1=O
→ 1%	1%	-0.3%	7%	1%	i	-1.7	4%	2%
- COc1ccc(OCCOC(=O)Nc2ccccc2)cc1
→ -5%	11%	2.9%	-22%	2%	i	-1.4	2%	0%
- Cc1cc(C)c[n+](-c2nc3ccccc3nc2C(=C=[N-])C#N)c1
→ 6%&6%	-1%&17%	0.0%&1.6%	0%&-6%	-5%&1%	i	-1.9&-1.1	-15%&-25%	-3%&-2%
- Cn1nc(C(=O)NNc2c(F)c(F)cc(F)c2F)c2ccccc2c1=O
→ ?	-4%	?	3%	17%	i	-1.1	1%	-1%
- CCc1ccc(N(CC)C(=O)c2cn(C)c(=O)c3ccccc23)cc1
→ -2%	-21%	2.1%	-11%	-11%	i	0.4	-2%	0%
- CCN(CC)CCC(O)(c1ccccc1)C1CCCCC1 (centres undefined)
→ -13%	1%	0.4%	0%	-8%	i	-5.2	2%	-1%
- COc1ccccc1NC(=O)CN(c1ccccc1C)S(C)(=O)=O
→ -20%	25%	-0.5%	-7%	17%	i	-1.5	1%	1%
- Cc1cccc(NC(=O)c2oc3c(c2C)C(=O)CC(C)(C)C3)n1
→ nt	6%	5.6%	-14%	0%	i	-4.2	27%	0%

2 of the compounds above, as tab-separated lines:
canonical_smiles	Nrf2 block	TGFb SMAD3 inh	Nrf2 ARE act	HepG2 viability	Abeta yeast res	Akt phos inh	CCT chaperon mod	A549 tox	MmCpn inh
COCCNCc1ccc(C(C)C)cc1	1%	-1%	-2.1%	1%	2%	i	-1.3	1%	0%
Cc1ccc2c(c1)C(=O)c1c(C(=O)O)cccc1-2	-9%	0%	-0.8%	-15%	-37%[inhibitor]	i	-2.4	0%	3%

Remaining list, next part:
Each structure is followed by: Nrf2 block	TGFb SMAD3 inh	Nrf2 ARE act	HepG2 viability	Abeta yeast res	Akt phos inh	CCT chaperon mod	A549 tox	MmCpn inh
- Cc1cc(F)ccc1C(O)c1ncc(-c2cccc3ccccc23)[nH]1 (centres undefined)
→ nt	-15%	0.7%	-28%	-6%	i	-0.5	nt	nt
- COCCN=c1scc(-c2cc(OC)ccc2OC)n1/N=C/c1c[nH]c2ccccc12
→ ?	?	-0.6%	-35%	43%	i	-4.4	-8%	-2%
- O=C(CSc1nc2ccccc2c(=O)n1CCC(=O)N1CCN(c2ccccc2)CC1)NCC1CCCO1 (centres undefined)
→ ?	1%	0.3%	-12%	-10%	i	-2.2	8%	0%
- Cc1ccn2c(c1)nc(=O)c1cc(S(=O)(=O)N3CCC(C)CC3)ccc12
→ -9%	7%	-3.0%	1%	11%	i	-0.7	7%	-5%
- CCN(CC(=O)Nc1ccc2c(c1)OCCO2)C(=O)CCc1ccc(OC)cc1
→ -9%	0%	-0.3%	-1%	13%	i	-0.7	-2%	0%
- O=C(c1ccc(Oc2ccccc2)cc1)C1CCCN(C(=O)c2cnccn2)C1 (centres undefined)
→ -19%	-2%	0.3%	11%	-58%[inhibitor]	i	-1.5	-5%	2%
- COc1ccc(NC2=NC3(CCCCC3)N=C(N)N2)cc1
→ 3%	-11%	-0.3%	-4%	17%	i	1.1	-4%	1%
- CC(Sc1nc(C2CC2)n(-c2ccccc2)n1)C(=O)c1c(N)n(C)c(=O)n(C)c1=O (centres undefined)
→ -11%	-1%	-0.7%	-25%	12%	i	-2.3	-15%	1%
- Fc1ccccc1CN1CCCN(C(=S)Nc2cccc(Cl)c2)C1
→ ?	?	3.5%	-19%	10%	i	0.6	-1%	-1%
- CCOc1ccc(Cl)cc1S(=O)(=O)NCc1cccnc1
→ -26%	-10%	-0.4%	-47%	6%	i	-0.6	?	-6%
